# mec2-1 = NCI yeast anticancer drug screen, S. cerevisiae mec2-1 strain | growth inhibition, % at 50 µM | 9% of 79,000 active;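 note: 0% = growth of vehicle-only cultures of the same strain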
#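 mec2-1 yeast strain, carrying an alteration in DNA damage repair or cell cycle control, was exposed to compounds; growth inhibition was measured relative to vehicle-treated controls.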
# yeast bub3 = NCI yeast anticancer drug screen, S. cerevisiae bub3 mutant strain | growth inhibition, % at 50 µM | 9.9% of 78,000 active;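 note: 0% = growth of vehicle-only cultures of the same strain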
#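 Whole-cell yeast assay. The mutant strain was incubated with compounds, and growth inhibition was determined by comparison with vehicle-treated cells.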
# cln2 rad14 = NCI yeast anticancer drug screen, S. cerevisiae cln2 rad14 strain | AID 165 | 8.3% of 78,000 active | % growth inhibition at 50 µM;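 note: 0% = growth of vehicle-only cultures of the same strain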
#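 Each compound was tested on cln2 rad14 yeast. Inhibition of growth was calculated against vehicle-exposed controls.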
# yeast rad50 = NCI yeast anticancer drug screen, S. cerevisiae rad50 strain | % growth inhibition at 50 µM | 10% of 79,000 active | AID 155;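 note: 0% = growth of vehicle-only cultures of the same strain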
#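 Relative growth inhibition (compound vs vehicle) was measured in yeast with a defined repair-gene alteration.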
# mlh1 rad18 = NCI yeast anticancer drug screen, S. cerevisiae mlh1 rad18 strain; % growth inhibition at 50 µM; AID 175; 11% of 79,000 active;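 note: 0% = growth of vehicle-only cultures of the same strain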
#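 In this whole-cell yeast screen, a strain with altered DNA damage repair is challenged with compound, and its growth is measured against matched vehicle-treated controls.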
# sgs1 mgt1 = NCI yeast anticancer drug screen, S. cerevisiae sgs1 mgt1 strain | % growth inhibition at 50 µM | 10% of 78,000 active | AID 161;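 note: 0% = growth of vehicle-only cultures of the same strain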
#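 Compounds are added to genetically altered yeast, and growth is compared with cultures given vehicle alone to give percent inhibition.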
# An asterisk follows results filed as active; / = no result given; & = joins results of further samples; ! = repeats disagree. Cut-off read from the data, not from the text of the source: active = growth inhibition above about 70%; inactive = the rest.
no.	structure	yeast bub3	mec2-1	sgs1 mgt1	cln2 rad14	yeast rad50	mlh1 rad18
1	Cc1cc2nc(CC(O)c3nc4cc(C)c(C)cc4[nH]3)[nH]c2cc1C (stereo not given)	-5	-13	-5	5	7	6
2	CC1(C)CN(CCO)C(C)(C)CN1CCO	-28	7	7	12	13	-10
3	CC(=O)c1cc(C(C)=O)c(CC(=O)C(=O)Nc2cccc(C)c2C)nc1CC(=O)C(=O)Nc1cccc(C)c1C	-10	-6	16	-19	3	-18
4	Cc1nc2c(c(=O)[nH]1)C(c1ccccc1)C(C)(C)O2 (stereo not given)	6	-23	-4	-4	4	7
5	CC(O)(C(=O)O)c1ccccc1 (stereo not given)	-8	-26	-11	-16	-14	8
6	O=[N+]([O-])c1cccc(C2CC(c3ccccc3)=NN2c2ccccc2)c1 (stereo not given)	10	-2	0	-9	3	-7
7	CCCC1C(CC)C(NC)C(C#N)(C#N)C1(C#N)C#N (stereo not given)	8	39	9	26	7	7
8	O=C(N/N=C/c1c(O)ccc2ccccc12)c1ccccc1	16	11	42	5	29	26
9	NC(=O)C1CCCN(C2OC(COP(=O)(O)OP(=O)(O)OCC3OC(n4cnc5c(N)ncnc54)C(OP(=O)(O)O)C3O)C(O)C2O)C1 (stereo not given)	16	-15	15	2	6	-1
10	Cc1c(-c2ccccc2)ccnc1/C=N/NC(=S)NCCc1ccccc1	78*	76*	75*	70	76*	74*
11	CCOC(=O)c1ccc(NC(=O)Nc2cc(C(F)(F)F)ccc2Cl)cc1	87*	28	93*	92*	89*	94*
12	COC(=O)C1CCc2c(ccc3cc(OC)ccc23)C1(C)C(=O)OC (stereo not given)	-2	-8	-7	-40	-14	-10
13	CC/C(C)=N/SC(c1ccccc1)(c1ccccc1)c1ccccc1	-20	22	28	-8	23	35
14	Cc1cc(Nc2ncnc(Cl)c2N)ccc1N	1	-14	4	-1	-4	-8
15	COc1ccccc1NC(=O)Nc1ccccc1	-5	-4	4	-24	2	0
16	CC1(c2cccs2)C(C#N)(C#N)C1(C#N)C#N	95*	96*	96*	98*	93*	98*
17	OC1c2ccccc2C(O)C2OC12 (stereo not given)	18	18	24	28	13	22
18	COc1cc(-c2cc(=O)c3c(O)c(OC)c(OC)c(OC)c3o2)ccc1O	13	10	-15	28	23	15
19	O=[N+]([O-])c1ccc2ncccc2c1	5	2	8	0	8	12
20	O=S(=O)(SC1=NCCN1)c1cccc2ccccc12	-3	4	20	30	3	8
21	COC(=O)c1cccnc1F	-30	-15	-15	-2	4	-2
22	CC(C)C(Cl)CC/C(CBr)=C(\Cl)CCl (stereo not given)	92*	81*	92*	91*	75*	19
23	C=CCOc1c(CCC)cc(CN(CC)CC)cc1CCC	62	5	33	-2	8	23
24	Cc1ccc(S(=O)(=O)N2CCSCCSCCSCCSCC2)cc1	-9	0	7	11	-1	-39
25	CN(C)c1ccc(C(=C(C#N)C#N)c2ccc(N(C)C)cc2)cc1	-10	12	4	3	-6	-15
26	Cc1cc(N2CCC(N3CCCC3)CC2)nc(/N=C(\N)Nc2ccc(Cl)c(Cl)c2)n1	4	-2	-6	-4	18	34
27	CC1(C)C(=O)NC(=O)N1CO	15	2	-5	20	27	20
28	Cc1cc(O)c(N=Nc2ccc(C(=O)O)cc2)cc1C	-19	-46	-3	-4	-16	-26
29	CC(=O)Oc1ccc(I)cc1C(=O)O	7	-29	1	-13	6	-12
30	CC(C)OC(=O)c1ccc(=O)oc1	-18	-6	-2	-9	7	-5
31	ClCC[n+]1ccc2ccccc2c1	-9	12	-13	-14	4	-11
32	CC(=O)Nc1ccc2c(c1)Cc1cc(N(C)C)ccc1-2	-12	-15	8	-8	-8	6
33	O=C(/C(=N/N=C\c1ccc([N+](=O)[O-])cc1)c1ccccc1)c1ccccc1	/	-18	/	/	-11	-1
34	O=C(Nc1ccc(F)c(Cl)c1)Oc1ccc(Br)cc1Br	16	57	66	11	38	89*
35	O=C(Nc1ccccc1)Nc1ccc2c(c1)oc1ccccc12	11	7	10	28	9	26
36	S=C(NCN1CCNCC1)C(=S)NCN1CCNCC1	-4	-10	-6	-12	-14	-10
37	COc1ccc(Cc2cc(N=NC(N)=O)c(C)cc2O)cc1	4	-6	-3	2	-7	5
38	CCO/C(O)=c1/s/c(=C(\C#N)c2nc3ccccc3[nH]2)n(-c2ccccc2)c1=N	-20	3	2	-38	12	-27
39	CC1OC(=O)C(C)OC1=O (stereo not given)	6	-10	-18	6	-11	6
40	CCN1CCC(O)(/C=C/c2ccc(OC)cc2)C(C(=O)/C=C/c2ccc(OC)cc2)C1 (stereo not given)	-8	-5	28	12	-10	17
41	OCCNc1ncnc2[nH]ncc12	-24	-6	-21	-22	3	6
42	CCOC(=O)C(C)[P+](c1ccccc1)(c1ccccc1)c1ccccc1 (stereo not given)	/	50	/	/	60	68
43	CC1NC(=O)OC12CCCCC2 (stereo not given)	-8	-4	-3	-28	16	-30
44	CCOc1ccc(/C=C2\N=C(c3ccccc3)OC2=O)cc1	39	4	26	10	13	31
45	OC1CC=C2CCN3Cc4cc5c(cc4C1C23)OCO5 (stereo not given)	-1	1	16	19	4	6
46	O=c1cc(-c2ccccc2)[nH]c2c(F)ccc(F)c12	-35	-46	-34	11	-27	-19
47	Cc1ccc(NC(C(=O)c2ccccc2)c2ccccc2)cc1 (stereo not given)	-9	-5	0	-22	-3	6
48	CC(C)COc1ccc(O)cc1	-11	-4	-16	-44	9	3
49	O=C1/C(=C\c2ccccc2)C2C3CCC(C3)C2/C1=C\c1ccccc1 (stereo not given)	11	1	5	-64	-4	-17
50	COc1ccccc1/C=C1\CCC(CCN(C)C)(C2=CCCC2)C1=O (stereo not given)	-18	-12	-28	11	-3	24
51	CN(C)c1ccc(/C=C/c2cc[n+](C)c3ccccc23)cc1	83*	86*	83*	97*!	71*	98*
52	C=CCOC(=O)C1CC2OC2CC1C (stereo not given)	-5	-20	-5	13	-5	-6
53	COc1cc(CC(=O)O)ccc1O	1	-21	-27	-18	12	-1
54	CCC(C)OC(=O)CC(c1ccccc1)N1CCCCC1 (stereo not given)	-1	-10	3	-26	8	-4
55	CCCCc1ccc2nc3cc4ccccc4cc3nc2c1	21	51	33	-16	13	8
56	O=C1OC2=C(CCc3nc(-c4ccccc4)sc32)C(N(c2ccccc2)c2ccccc2)C1(Cl)Cl (stereo not given)	49	42	73*	60	64	69
57	CCCCCCCCCCCCCCCCN1C(=O)c2ccccc2S1(=O)=O	-2	-16	-10	33	-15	5
58	c1ccc(-c2nnsc2-c2ccccc2)cc1	-4	-4	28	11	18	20
59	C=CCSc1n[nH]c(=S)c2nc[nH]c12	-2	-28	-17	-9	-2	-26
60	CCCCCCCCCCCCC(=O)N1CCOCC1	100*	100*	100*	100*	100*	100*

# Sorted by molecular weight (ascending): part of the list above.
no.	structure	yeast bub3	mec2-1	sgs1 mgt1	cln2 rad14	yeast rad50	mlh1 rad18
53	COc1cc(CC(=O)O)ccc1O	1	-21	-27	-18	12	-1
49	O=C1/C(=C\c2ccccc2)C2C3CCC(C3)C2/C1=C\c1ccccc1 (stereo not given)	11	1	5	-64	-4	-17
34	O=C(Nc1ccc(F)c(Cl)c1)Oc1ccc(Br)cc1Br	16	57	66	11	38	89*

# Additional entries:
no.	structure	yeast bub3	mec2-1	sgs1 mgt1	cln2 rad14	yeast rad50	mlh1 rad18
61	CC(=O)NC1(NC(C)=O)C2CC(C1Cc1ccccc1)C(C)(C)C2C (stereo not given)	-43	-15	-19	-12	5	-38
62	Cc1cc(S(=O)(=O)NC(=NCCc2ccccc2)NN)c(S)cc1Cl	20	-1	-8	-10	18	10
63	COC(=O)Cc1ccccc1C(c1ccccc1)c1ccccc1	14	0	10	7	-2	-1
64	C=C(Br)CN(C)CC(=C)Br	-15	-17	22	0	82*	62
65	CC1(C)OC2OC3C(O)C(=O)OC3C2O1 (stereo not given)	-3	-17	-19	-20	-37	-7
66	Cc1ccc(-n2cc(-c3ccc(Cl)cc3)c3c2N=CN2NC(c4cccs4)=NC32)cc1 (stereo not given)	-17	-6	-19	6	-33	-17
67	NC(=O)C1CCCNC1 (stereo not given)	16	-7	-10	-14	-7	7
68	CC(=O)NC1=C/C(=C/COC(C)=O)OC1=O	6	-10	12	-57	23	9
69	C[N+]1(CCC(=O)c2ccco2)CC2CCC(CC2)C1 (stereo not given)	-69	-18	-37	-25	4	0
70	O=C(O)CCCNC1=CC(=O)c2ccccc2C1=O	3	9	20	-6	24	42
71	C=CCC(CC=C)(C(=O)Nc1ccc2nc(C)cc(N)c2c1)C(=O)Nc1ccc2nc(C)cc(N)c2c1	12	25	22	20	2	-10
72	CN(C)C12CCCCCC1S(=O)(=O)C2 (stereo not given)	-22	-20	1	-18	0	3
73	CCCCCCCCCCCCCCCCCCOCCOCCOCCOCCO	-3	-10	-24	-43	-22	-20
74	Cc1ccc(NC(=O)OCC(COc2ccc(Cl)cc2)OC(=O)Nc2ccc(C)cc2)cc1 (stereo not given)	1	-29	-23	-12	-29	-24
75	COc1ccc(C(=O)/C(=N/Nc2ccccc2)c2ccc(OC)cc2)cc1	2	-14	-1	2	-3	31
76	COc1ccccc1C1OC(N)=C(O)C1=O (stereo not given)	-2	-5	7	-15	-14	14
77	Cc1nc2ccc(N)c([N+](=O)[O-])c2s1	-9	5	2	-20	13	19
78	O=C1C(=O)c2ccccc2C(O)=C1C(CCc1ccccc1)C1=C(O)c2ccccc2C(=O)C1=O	19&13	15&2	39&-10	-23&44	30&3	37&10
79	CC1(c2ccc(Cl)cc2)OC(=O)C(=Cc2ccc([N+](=O)[O-])s2)C(=O)O1 (stereo not given)	85*	40	89*	52	52	93*
80	CC(C)CCC[C@@H](C)[C@H]1CC[C@@]2(C)[C@@H]3CC[C@@H]4C(=O)CC[C@]4(C)[C@H]3CC[C@]12C	2	2	41	27	31	42
81	O=C(Nc1ccc(Cl)cc1)Nc1nnc(-c2ccc(-c3nnc(NC(=O)Nc4ccc(Cl)cc4)o3)cc2)o1	18	0	26	-34	28	22
82	CCCCC/C(=C\c1ccccc1)C1OCC(CC)(CC)CO1	26	30	-1	-32	-17	16
83	COc1cc(CNC(=O)CCCC2CCC2)ccc1O	3	1	1	15	4	16
84	c1ccc(CCCC2Sc3cccc4cccc(c34)S2)cc1	-16	-26	-19	14	-47	-28
85	FC(F)(F)c1cccc(N=Cc2ccc(C=Nc3cccc(C(F)(F)F)c3)cc2)c1	-9	-9	13	8	10	1
86	Cc1cc(C)[n+](C)c(/C=C/c2cccc([N+](=O)[O-])c2)n1	3	-7	5	16	7	11
87	CC(C(N)=O)C(N)=O	4	0	8	-3	13	12
88	Cc1cc(NC(=O)C(=O)Cc2nc3ccccc3s2)ccc1Cl	11	13	22	44	26	19
89	OC1(C23CC4CC(CC(C4)C2)C3)CSCC1(O)C12CC3CC(CC(C3)C1)C2 (stereo not given)	-11	2	-3	-3	9	9
90	COc1ccccc1CN1CCCN(Cc2ccccc2OC)C1c1cc(Cl)cc(Cl)c1O	9	15	98*	6	69	79*
91	CCSC(=O)N1C=Cc2ccccc2C1C#N (stereo not given)	-16	7	1	-13	4	5
92	CC1OC(OCC2OC(Oc3c(-c4ccc(O)cc4)oc4cc(O)cc(O)c4c3=O)C(OC3OC(C)C(O)C(O)C3O)C(O)C2O)C(O)C(O)C1O (stereo not given)	-3	-21	-2	3	-14	6
93	CC1CC[C@@H](C(C)C)[C@H](Oc2nnc(C3OC(CO)C(O)C3O)o2)C1 (stereo not given in full)	4	2	4	-5	-9	-55
94	CCOc1c(N=Nc2ccccc2Cl)c(C)nn1C(N)=S	53	9	46	-2	-14	49
95	CC(C)CCCC(C)C1CCC2C3CC=C4CC(OC5CCC6(C)C(=CCC7C6CCC6(C)C(C(C)CCCC(C)C)CCC76)C5)CCC4(C)C3CCC12C (stereo not given)	-2	-13	-17	-11	0	5
96	CN(C)CCC1CCCCN1 (stereo not given)	-37	-52	-18	10	-12	-12

# In the list so far, five have a COOH group:
no.	structure	yeast bub3	mec2-1	sgs1 mgt1	cln2 rad14	yeast rad50	mlh1 rad18
5	CC(O)(C(=O)O)c1ccccc1 (stereo not given)	-8	-26	-11	-16	-14	8
28	Cc1cc(O)c(N=Nc2ccc(C(=O)O)cc2)cc1C	-19	-46	-3	-4	-16	-26
29	CC(=O)Oc1ccc(I)cc1C(=O)O	7	-29	1	-13	6	-12
53	COc1cc(CC(=O)O)ccc1O	1	-21	-27	-18	12	-1
70	O=C(O)CCCNC1=CC(=O)c2ccccc2C1=O	3	9	20	-6	24	42
